Source: PubChem BioAssay
TDP-43 yeast inh = qHTS of TDP-43 Inhibitors. Potency, µM (series often up to 46.1 µM), without a hit: top-dose growth rescue (activation), actives largely listed as activators. AID 652104, 2013. hit rate 1.8% among 410,000. TDP-43 expressing yeast growth rescue, BacTiter-Glo, 24 h; note: potency is the fitted concentration of half-maximal effect; % of control where 0% means no effect; nearly all actives have a fitted effect of over 50% in size
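Yeast cells expressing TDP-43 under galactose induction are exposed to compounds for 24 hr at 30 deg C. BacTiter-Glo luminescence measures growth, so protective compounds score as activators.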
aSyn rescue = qHTS of alpha-syn Inhibitors; AID 652106, 2013; hit rate 0.14% among 370,000; Potency, µM (series often up to 46.1 µM), for the others: at the highest dose growth rescue (activation), hits mostly activators; Yeast expressing alpha-synuclein, growth rescue, BacTiter-Glo, 24 h; note: potency is the fitted concentration of half-maximal effect; % of control where 0% means no effect; nearly all actives have a fitted effect of over 65% in size
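Screening used galactose-induced yeast with toxic alpha-synuclein levels, exposed to compound for 24 hr at 30 deg C. Cell growth, read with BacTiter-Glo luminescence, gave the measured signal.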
D3 ag = qHTS of D3 Dopamine Receptor Agonist: qHTS; D3R DiscoveRx beta-arrestin cells, luminescence, 90 min; D(3) dopamine receptor (Homo sapiens), P35462; AID 652048, 2013; hit rate 0.58% among 410,000; max activation, %; in the data active = max activation above about 30%; note: 0% is about no effect; mostly tested at two doses, the higher about 12 µM
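Cells at 1500/well, incubated overnight, then treated with pinned compounds (dopamine as control) for 90 min at 37 degrees C. DiscoveRx reagent added for 30 - 60 minutes at room temperature; luminescence read.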
D3 antag = qHTS of D3 Dopamine Receptor Antagonist: qHTS; AID 652054, 2013; max response, negative = inhibition, %; D3R cells, DiscoveRx beta-arrestin luminescence, antagonist mode; stronger effect = lower value; D(3) dopamine receptor (Homo sapiens), P35462; hit rate 2.5% among 360,000; in the data active = max response below about -50%; inconclusive = no clear call, values can overlap the other calls; note: % is set by controls: 0 for no effect and ±100 for the full control effect; mostly tested at two doses, the higher about 12 µM
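Cells plated overnight at 1500 cells/well, then exposed to library compounds with dopamine controls for 90 minutes at 37 degrees C. DiscoveRx reagent added for 30–60 minutes at room temperature; luminescence read, quantitative HTS format.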
PTHR1 agonist = qHTS for PTHR1 Agonists: Primary Screen | hit rate 0.075% among 410,000 | Potency, µM (top dose mostly 115 µM), for the others: top-dose activation, most hits filed as activators | Parathyroid hormone/parathyroid hormone-related peptide receptor (Homo sapiens), Q03431 | HEK293 GP2 PTHR1 cells, GloSensor cAMP luminescence, 1 h; note: potency is the fitted concentration of half-maximal effect; nearly all actives have a fitted effect of over 55% in size; some results filed as inactive show a strong effect at the top dose; inactives centre near -15; many of its hits are not listed in these tables
Target sequence (Q03431 whole entry, looked up): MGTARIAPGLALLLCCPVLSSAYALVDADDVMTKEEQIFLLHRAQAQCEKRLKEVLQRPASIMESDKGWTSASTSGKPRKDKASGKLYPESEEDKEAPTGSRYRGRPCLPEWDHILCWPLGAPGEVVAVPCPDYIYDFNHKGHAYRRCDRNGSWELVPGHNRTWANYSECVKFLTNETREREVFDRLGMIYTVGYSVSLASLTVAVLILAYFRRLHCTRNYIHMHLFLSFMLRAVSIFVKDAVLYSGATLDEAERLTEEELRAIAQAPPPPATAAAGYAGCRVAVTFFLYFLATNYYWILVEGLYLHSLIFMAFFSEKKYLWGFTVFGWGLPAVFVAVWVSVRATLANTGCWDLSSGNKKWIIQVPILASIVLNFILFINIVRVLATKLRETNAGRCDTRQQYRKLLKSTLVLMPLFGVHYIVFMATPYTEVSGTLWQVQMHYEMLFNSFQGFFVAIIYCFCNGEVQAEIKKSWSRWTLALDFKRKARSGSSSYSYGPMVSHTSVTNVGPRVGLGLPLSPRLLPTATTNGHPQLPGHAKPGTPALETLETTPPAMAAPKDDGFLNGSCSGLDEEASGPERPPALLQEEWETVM
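HEK-293-derived GP2 cells expressing PTHR1 and a GloSensor cAMP reporter, 3,000/well, plated overnight, given luciferin plus IBMX (each 0.5 mM as added) for 1 h at 37 °C, then compound for 1 h at 37 °C. Luminescence was read after 15 min at room temperature.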
KB-V1 cytotox = qHTS assay for MDR1-selective chemotherapeutics: Primary screen using the drug-selected MDR subline cells KB-V1. KB-V1 MDR cells viability, CellTiter-Glo, 72 h. Potency, µM (top dose mostly 46.1 µM), for the others: top-dose activity change, negative = cytotoxicity, actives largely listed as cytotoxic. hit rate 3.4% among 400,000. AID 1347076, 2019; note: potency is the fitted concentration of half-maximal effect; % is set by controls: 0 for no effect and ±100 for the full control effect; nearly all actives have a fitted effect of over 60% in size
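Following 72 h at 37 degrees C with compound, KB-V1 cell viability was read by CellTiter-Glo luminescence, medium being phenol-red-free DMEM plus 10% FBS; concentration-response parameters came from normalized, curve-fitted qHTS data.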
GLP1R inv ag = qHTS of GLP-1 Receptor Inverse Agonists (Inhibition Mode). HEK293 GLP-1R CRE-luciferase, luminescence, 24 h; GLP-1R form is constitutively active. Potency, µM (series often up to 38.3 µM), without a hit: at the top dose activity change, negative = inhibition, hits mostly inhibitors. hit rate 1.6% among 410,000; note: potency is the fitted concentration of half-maximal effect; % is set by controls: 0 for no effect and ±100 for the full control effect; nearly all actives have a fitted effect of over 55% in size
Target sequence (P43220 whole entry, looked up): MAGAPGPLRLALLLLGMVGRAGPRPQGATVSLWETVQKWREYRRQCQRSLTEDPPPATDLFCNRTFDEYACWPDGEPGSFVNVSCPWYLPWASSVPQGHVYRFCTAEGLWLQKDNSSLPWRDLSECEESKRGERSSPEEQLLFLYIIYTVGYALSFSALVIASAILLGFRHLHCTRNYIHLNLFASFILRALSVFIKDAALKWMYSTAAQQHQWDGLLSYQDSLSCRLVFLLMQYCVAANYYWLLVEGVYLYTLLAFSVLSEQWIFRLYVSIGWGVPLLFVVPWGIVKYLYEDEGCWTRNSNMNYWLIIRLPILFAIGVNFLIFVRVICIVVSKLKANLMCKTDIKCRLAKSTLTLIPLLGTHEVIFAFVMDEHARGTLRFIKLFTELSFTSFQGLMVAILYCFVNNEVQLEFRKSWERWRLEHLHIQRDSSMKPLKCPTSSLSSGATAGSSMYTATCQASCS
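Luminescence readout: a drop in cAMP-driven luciferase signal flags inverse agonism at a constitutively active GLP-1R stably expressed in HEK293. Compound exposure lasted 24 hr at 37 deg C, 5% CO2.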
HEK293 tox = qHTS of GLP-1 Receptor Inverse Agonists: Cytotox Screen; hit rate 0.13% among 410,000; Potency, µM (doses to about 38.3 µM), inactives show at the top dose activity change, negative = inhibition, usual class: inhibitors; HEK293 cAMP-luciferase reporter cells, luminescence, 24 h; AID 624418, 2012;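 note: loss of luciferase light is scored as toxicity; potency is the fitted concentration of half-maximal effect; % is set by controls: 0 for no effect and ±100 for the full control effect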
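Luminescence readout: signal drop marks cytotoxicity. Plated cells grew 12 h at 37 °C, 5% CO2, received 23 nL compound for 24 h, then got luciferase reagent, read after 12 min at RT.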
GLP1R ag = qHTS of GLP-1 Receptor Agonists; Glucagon-like peptide 1 receptor (Homo sapiens), P43220; HEK293 GLP-1R CRE-luciferase, luminescence, 4-6 h; cells express a hypersensitive GLP-1R form; Potency, µM (top dose mostly 45.6 µM), for the others: at the top dose activation, hits mostly activators; hit rate 0.007% among 380,000; AID 624172, 2012; note: potency is the fitted concentration of half-maximal effect; % of control where 0% means no effect
An asterisk follows results filed as active; i = inactive; ? = inconclusive; / = not tested or not shown; [ ] = dose if it differs, or a comment. Unless noted, calls come from the whole dose curve; as a rule, active = well fitted curve in the direction sought with a large enough effect; inconclusive = small, poorly fitted or top-dose-only effect, or another doubt; inactive = no such curve, though single readings can be large; an effect the other way counts as inactive or inconclusive.

SMILES	TDP-43 yeast inh	aSyn rescue	D3 ag	D3 antag	PTHR1 agonist	KB-V1 cytotox	GLP1R inv ag	HEK293 tox	GLP1R ag
Cc1ccc2cc(C3CC(c4cccs4)=NN3S(C)(=O)=O)c(Cl)nc2c1 (stereo not drawn)	-2%	0%	-8	-6	i	?	-3%	-23%	21%
O=C(c1ccc(F)cc1)N1c2nc(-c3ccco3)nn2C2(CCCCC2)[C@@H]2CCCC[C@@H]21	?	/	12	/	i	/	?	-11%	/
O=C(O)c1cn2c3c(ccc(Cl)c3c1=O)OCC2	-26%	-3%	-12	?	?	?	6%	13%	0%
O=C(COc1ccc(Cl)cc1)NCCCNC(=O)c1ccccn1	-12%	0%	1	-7	-12%	-1%	4%	0%	9%
OCC[C@@H]1C[C@H](O)[C@@H](O)[C@@]2(OCc3ccc(CO)cc32)O1	-15%	-18%	-9	0	4%	-16%	21%	-4%	-5%
COc1cccc(NC(=O)N2CCCC2C(=O)NCC(C)C)c1 (stereo not drawn)	2%	2%	3	9	-23%	-3%	7%	-17%	6%
CCc1c(C)c2cc(Cl)c(O)c(CN3CCCCC3)c2oc1=O	8%	4%	2	12	i	?	0%	119%[activator]	0%
COc1ccccc1C(=O)N1CCC(N2CCN(c3ccccc3OC)CC2)CC1	8%	10%	-45	-65*	-81%	-7%	13%	-15%	-4%
COc1ccc(N(S(=O)(=O)c2ccccc2)S(=O)(=O)c2ccccc2)c(N)c1	29%	1%	10	0	-37%[inhibitor]	?	?	-20%	1%
Cc1ccc(C(=O)COC(=O)CNS(=O)(=O)c2ccccc2)cc1[N+](=O)[O-]	-7%	-11%	-13	24	6%[57.5 µM]	8%	-2%	-1%	-2%
C(=C\c1ccccc1)/CN1CCN(C(c2cccc3ccccc23)c2nnnn2-c2ccc3c(c2)OCCO3)CC1 (stereo not drawn)	5%	2%	-10	-73*	-22%	-21%	?	4%	3%
O=C1CCC[C@@H]2Cc3[nH]c4c(Cl)ccc(Cl)c4c3[C@@H]3CCN1[C@H]23	28µM*	15%	-1	0	-3%	-12%	?	3%	13%
O=C(Nc1ccc(N2CCOCC2)cc1)C1CCN(S(=O)(=O)c2ccccc2F)CC1	6%	-1%	4	-20	-8%	?	?	-4%	-6%
COc1ccc(-c2ccc(SCC(=O)Nc3nccs3)nn2)cc1OC	-22%	-4%	6	9	14%	-20%	162%[activator]	2%	14%
CN(C)c1cccc(Nc2ccc(-c3ccc(OC(F)(F)F)cc3)cn2)c1	27%	-16%	6	17	i	3%	?	1%	-6%
O=C(NCC1CCCO1)c1cc2c(=O)[nH]c3ccccc3c2s1 (stereo not drawn)	0%	-4%	1	18	-22%	7%	31%	-10%	15%
CCCCN(C)S(=O)(=O)c1c(C)[nH]c(=O)[nH]c1=O	-6%	-3%	0	16	i	0%	9%	-6%	-6%
Nc1cc(C(=O)O)c(N)c2c1C(=O)c1ccccc1C2=O	-34%[inhibitor]	-29%	-8	-55*	i	-23%	?	?	0%
Cc1cccc(NC(=O)CCN2C(=O)c3ccccc3S2(=O)=O)c1C	12%	0%	5	4	-2%	2%	19%	-4%	9%
Oc1ccc(/C=N/Nc2ncnc3nc[nH]c23)cc1	16%	-7%	3	1	17%	1%	5%	4%	6%

Full records as entered above.
Shown for O=C(Nc1ccc(N2CCOCC2)cc1)C1CCN(S(=O)(=O)c2ccccc2F)CC1 : TDP-43 yeast inh: 6%; aSyn rescue: -1%; D3 ag: 4; D3 antag: -20; PTHR1 agonist: -8%; KB-V1 cytotox: ?; GLP1R inv ag: ?; HEK293 tox: -4%; GLP1R ag: -6%
Shown for COc1ccc(N(S(=O)(=O)c2ccccc2)S(=O)(=O)c2ccccc2)c(N)c1 : TDP-43 yeast inh: 29%; aSyn rescue: 1%; D3 ag: 10; D3 antag: 0; PTHR1 agonist: -37%[inhibitor]; KB-V1 cytotox: ?; GLP1R inv ag: ?; HEK293 tox: -20%; GLP1R ag: 1%

Later entries:
SMILES	TDP-43 yeast inh	aSyn rescue	D3 ag	D3 antag	PTHR1 agonist	KB-V1 cytotox	GLP1R inv ag	HEK293 tox	GLP1R ag
O=C(Nc1nnc(C2CC2)s1)c1ccc(S(=O)(=O)c2ccccc2)cc1	-29%	-2%	-7	-7	-51%[inhibitor]	-10%	0%	0%	-8%
Cn1c(=O)c2sccc2n2c(CCC(=O)N3CCN(c4ccccc4)CC3)nnc12	-22%	/	-13	/	-29%	0%	5%	-12%	/
CC(=O)Nc1ccc(SCCN2CC[C@@H](C)CCC2=O)cc1	7%	1%	0	13	i	-22%	10%	4%	2%
COc1ccc(OC)c(Cc2nnc(CCC(=O)N3CCCCCC3)o2)c1	4%	-4%	6	3	i	16%	-14%	0%	1%
COc1cc(C2/C(=C(\O)c3ccc4c(c3)OCCO4)C(=O)C(=O)N2Cc2ccco2)ccc1O (stereo not drawn)	-4%	-12%	-3	-2	?	-6%	0%	0%	-1%
CCOC(=O)c1cc([N+](=O)[O-])sc1N	/	1%	2	6	i	?	11%	-30%	-2%
CCCS(=O)(=O)N1CCCC(C(=O)N2CCN(c3ccccn3)CC2)C1 (stereo not drawn)	4%	0%	7	19	17%[57.5 µM]	-6%	8%	1%	-9%
Cn1nc(Cc2n[nH]c(=S)n2C)c2ccccc2c1=O	-25%	-3%	10	-6	i	10%	14%	-2%	3%
COc1ccc(NC(=O)CN2C(=O)NC3(CCCc4ccccc43)C2=O)c(OC)c1 (stereo not drawn)	24%	-8%	6	-8	i	17%	2%	12%	-2%
CCSc1nc2c([nH]c3ccccc32)c(=O)n1CC	?	/	0	/	i	/	3%	3%	/
O=C(NCCN1CCC(Cc2ccccc2)CC1)C1CCN(S(=O)(=O)N2CCC3(CC2)OCCO3)CC1	-10%	-5%	-7	-50*	-3%	-9%	?	6%	5%
Cc1nc2cccnc2n1C1CCN(S(=O)(=O)c2ccc(Cl)cc2)CC1	18%	/	0	/	-84%[inhibitor]	-9%	?	-9%	/
C[C@H](NC(=O)[C@H](Cc1ccccc1)NC(=O)c1cc2cc(Cl)ccc2n1C)C(=O)O	-18%	0%	0	4	i	?	-18%	-4%	0%
CCCCOc1ccc(Cl)cc1CSc1nnc(C)n1N	-21%	-20%	-22	17	-38%[inhibitor][57.5 µM]	-2%	0%	0%	8%
Cn1cc(/C=C/C(=O)N2CCCC(C(=O)c3ccc(C(F)(F)F)cc3)C2)cn1 (stereo not drawn)	-6%	4%	-2	-2	-18%	?	?	-1%	13%
CCC/C(O)=C1\C(=O)CC(c2ccccc2)CC1=NCCc1c(C)[nH]c2ccc(C)cc12 (stereo not drawn)	-10%	-6%	-10	-16	i	9%	?	-3%	3%
Cc1cc(C)c(C(=O)c2ccc(C(=O)N(C(C)C)C(C)C)cc2)c(C)c1	-15%	-1%	-23	?	-11%[57.5 µM]	16µM*	?	7%	-1%
CCCC(=O)NC(=S)N1CCN(c2ccc([N+](=O)[O-])cc2)CC1	8%	-8%	-8	-18	-6%	-7%	0%	-5%	2%
COc1ccc2c(c1)c1c(c(=O)n(-c3ccc(F)c(Cl)c3)c(=O)n1CC(=O)N1CCCC1)n2C	19%	/	0	/	i	0%	6%	3%	0%
CCN(CC)CCCC(C)Nc1cc(/C=C/c2ccccc2Cl)nc2cc(Cl)ccc12 (stereo not drawn)	/	3%	-18	/	/	-6%	/	/	25%
O=C(NCCCN1CCOCC1)c1cc(-c2ccco2)nc2ccccc12	-2%	0%	0	-18	i	4%	56%[activator]	9%	-12%
Cc1noc(NS(=O)(=O)c2ccc(NC(=O)c3cc(S(=O)(=O)N(C)c4ccccc4)ccc3Cl)cc2)c1C	11%	-2%	-1	-2	i	?	-5%	2%	-2%
CCS(=O)(=O)c1ncc(N(Cc2ccco2)Cc2sccc2C)c(C(=O)Nc2cc(C)ccc2C)n1	12%	/	0	/	15%	-4%	?	-1%	/
Cc1ccc(C2=NN(CCC#N)C(=O)CO2)cc1	0%	0%	-8	-8	3%	-10%	-14%	-17%	0%
COc1ccc(Br)cc1/C=C\C(=O)NCc1cccnc1	-23%	-1%	-6	-27	i	?	-15%	-17%	4%
CCOC(=O)N1CCN(S(=O)(=O)c2cccc3nonc23)CC1	28%	?	0	22	i	-6%	0%	7%	-9%
COc1ccc(-c2noc(CN(C)C(=O)c3ccco3)n2)cc1	21%	0%	6	3	-11%	-26%	-12%	-24%	3%
COc1ccc(CCNC(=O)Cn2nnc(-c3cccc(C(F)(F)F)c3)n2)cc1OC	0%	/	8	/	i	-3%	-2%	-4%	/
O=C(NC1CCCc2ccccc21)c1ccc2c(c1)sc1nc(-c3ccc(F)cc3)cn12 (stereo not drawn)	2%	/	2	/	-42%[inhibitor]	/	13%	1%	/
CCCCC(=O)NC(NC(=O)CCCC)c1ccc(OCC(C)C)c(OC)c1	-13%	0%	0	-22	i	-2%	-2%	57%[activator]	5%
COc1ccc(CCNC(=O)C2CCN(C(=O)c3ccc(F)cc3)CC2)cc1	13%	-1%	7	3	-19%	29%	3%	14%	9%
CN(CC(=O)Nc1ccc(F)c(F)c1F)C(=O)c1ccc2c(c1)OCCO2	16%	-5%	-1	28	i	-18%	0%	-2%	1%
COc1ccc(NC(=O)CSc2nnc(-c3cccnc3)n2Cc2ccco2)c(OC)c1	-10%	-1%	6	22	-3%[57.5 µM]	0%	4%	-11%	0%
CCOc1ccc(NC(=O)Nc2cccn(Cc3ccccc3)c2=O)cc1	12%	-15%	-1	2	-32%[inhibitor]	5.8µM*	?	-2%	6%
CN(C)S(=O)(=O)c1ccc(C(=O)NCCc2ccco2)cc1	-30%	-3%	2	2	5%	4%	40%[activator]	6%	0%

Some of the compounds tested. The share of hits here may be higher or lower than overall.
